# E-sel TNF inh: TNF alpha driven E-selectin expression inhibition | HUVEC TNFa-induced E-selectin immunofluorescence, high content | inhibition, % at 2 µM | hit rate 0.71% among 120,000 | AID 1246;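 active means inhibition above the batch mean plus 3 SD, and confirmed as a hit on visual image review, cut at about 43% in these data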;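 further: 0% = TNF-stimulated DMSO wells and 100% = unstimulated control wells; not every result past the cut was called active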
# Measles CPE: protection of cells from measles virus; AID 841; protection (pct of control), % at 4 µM; hit rate 1.5% among 140,000; Measles virus-infected cells, CPE protection, absorbance; in the data active means protection mostly above about 24%, no sharp cut-off; inactive means mostly below about 26%; further: some compounds called inactive have numbers as strong as hits
# Yeast life ext: extends the lifespan of yeast; S. cerevisiae growth with nicotinamide, OD615; deaD strain in restrictive glucose medium; inhibition of the nicotinamide effect, % at 10 µM; hit rate 0.68% among 130,000; AID 775;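 active means inhibition above a set limit, placed 3 SD over the median of all compounds, cut at about 26% in these data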;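 further: 0% = nicotinamide-treated wells and 100% = cells grown without nicotinamide; some compounds called inactive have numbers as strong as hits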
#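 assay system = DeaD-strain S. cerevisiae | measured by = absorbance at 615 nm | probe or stimulus = nicotinamide 1.5 mM | buffer or medium = CSMM-D glucose medium, restrictive | times = 48 h at 30 °C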
# MRP-1 activ: activators of MRP-1. hit rate 0.61% among 140,000. AID 799. viability increase, % at 10 µM. H69AR cells + doxorubicin, viability rescue, CellTiter-Glo;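 active means viability gain under doxorubicin at or above a set limit, the compound median plus 3 SD, cut at about 4.7% in these data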;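 further: MRP-1 overexpressing cells given doxorubicin 25 µM after compound pretreatment; 18-22 h compound pretreatment then 72 h with doxorubicin before readout; 0% = doxorubicin-only wells and 100% = vehicle-treated cells without doxorubicin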
# HCT116 PTEN-null: suppresses growth of cells with PTEN deletion | HCT116 PTEN-null viability, CellTiter-Glo, 60 h; hits give low values | viability, % at 10 µM | hit rate 1.2% among 140,000;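 active means viability at or below a set limit, 4 SD under the median of all tested compounds, cut at about 3.7% in these data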;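 further: PTEN knockout HCT116 line with beta catenin targeted HCT116 as companion control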
# GALR2 blocker: GALR2 (human) receptor antagonism; O43603; GALR2-expressing cells, antagonist mode; inhibition, % at 4 µM; hit rate 0.39% among 140,000; AID 828; in the data active means inhibition above about 27%;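 further: cells stimulated with galanin 1-16 at roughly its EC80; 0% = agonist challenge control and 100% = basal control without agonist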
# Target sequence (O43603 whole entry, looked up): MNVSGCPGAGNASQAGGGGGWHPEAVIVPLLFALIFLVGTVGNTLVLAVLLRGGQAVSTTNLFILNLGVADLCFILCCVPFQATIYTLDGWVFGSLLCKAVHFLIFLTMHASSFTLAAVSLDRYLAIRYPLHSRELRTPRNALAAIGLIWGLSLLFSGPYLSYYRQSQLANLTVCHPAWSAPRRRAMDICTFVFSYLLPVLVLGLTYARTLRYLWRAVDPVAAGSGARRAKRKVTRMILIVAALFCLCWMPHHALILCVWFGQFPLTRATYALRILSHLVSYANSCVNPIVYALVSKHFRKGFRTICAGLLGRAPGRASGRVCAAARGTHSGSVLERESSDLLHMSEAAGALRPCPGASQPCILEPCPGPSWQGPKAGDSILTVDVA
# NPY-Y2 antag: NPY-Y2 (human) receptor antagonism. P49146. NPY-Y2 expressing cells, antagonist mode. inhibition, % at 2.7 µM. hit rate 0.99% among 140,000; in the data active means inhibition above about 17%;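 further: 0% = vehicle with agonist challenge and 100% = reference antagonist with challenge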
# Target sequence (P49146 whole entry, looked up): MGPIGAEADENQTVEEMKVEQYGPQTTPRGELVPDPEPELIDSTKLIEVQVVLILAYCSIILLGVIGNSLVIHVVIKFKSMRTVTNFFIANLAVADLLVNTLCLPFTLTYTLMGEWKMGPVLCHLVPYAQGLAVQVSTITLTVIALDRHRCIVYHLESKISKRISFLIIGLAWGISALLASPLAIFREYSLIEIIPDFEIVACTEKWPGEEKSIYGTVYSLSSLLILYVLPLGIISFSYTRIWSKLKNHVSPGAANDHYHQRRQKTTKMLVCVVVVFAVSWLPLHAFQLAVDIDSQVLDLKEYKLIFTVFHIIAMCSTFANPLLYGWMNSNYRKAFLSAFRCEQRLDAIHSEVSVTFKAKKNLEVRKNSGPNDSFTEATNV
# Yeast growth inh: yeast BB579 growth reduction in restrictive medium | inhibition, % at 10 µM | hit rate 0.51% among 140,000 | S. cerevisiae BB579 growth, OD615, 48 h;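 active means inhibition above a set limit, 3 SD over the mean compound inhibition, cut at about 44% in these data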; further: inactives centre near -24
#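 Test system: DeaD yeast strain BB579 / Buffer or medium: restrictive glucose-based CSMM-D medium / Doses: single 10 µM dose / Schedule: 4 h cell preincubation, 48 h compound exposure, 30 °C humidified / Technique: culture absorbance at 615 nm / Controls: amphotericin B positive control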
# Phagocytosis inh: blocks phagocytosis by macrophages | J774A.1 macrophage IgG-bead phagocytosis, imaging | inhibition, % at 5 µM | hit rate 0.07% among 110,000 | AID 1029;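 active means inhibition above the mean of the plate negative controls plus 5 SD, cut at about 13% in these data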;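 further: phagocytic index as fraction of beads internalized from green versus red external bead signal; plate controls were DMSO negative control for no effect and cytochalasin-D positive control for full effect; some results beyond the cut were filed as inactive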
# bCat KO growth: beta-catenin-lacking colon tumor cell growth suppression | hit rate 1.5% among 140,000 | viability, % at 10 µM | HCT116 beta-catenin knockout viability, CellTiter-Glo, 60 h; hits give low values;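 active means viability at or under a set limit, the compound median less 4 SD, cut at about 6% in these data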;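 further: 0% = Hyamine 1622 control at 20 µM and 100% = untreated cell control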
# * marks the source's active call; other numbers are inactive results; · = not tested or not shown. Not all compounds are listed, so the mix of outcomes need not match the whole.
molecule	E-sel TNF inh	Measles CPE	Yeast life ext	MRP-1 activ	HCT116 PTEN-null	GALR2 blocker	NPY-Y2 antag	Yeast growth inh	Phagocytosis inh	bCat KO growth
O=C1C2CCN(CC2)C1Cc1ccc(OCCOc2ccccc2)cc1 (stereo not drawn)	·	8	-4	-2.4	79	4	3	-51	-1	77
COc1ccc(CCn2c(O)c(C=NCCCN(C)C)c(=O)[nH]c2=O)cc1OC	-18	6	-8	-0.6	106	10	10	-58	-2	95
CC1CC2(O)c3nonc3CCC2N1O (stereo not drawn)	5	5	·	-1.0	113	4	3	3	3	90
COc1ccc(-n2c(=O)[nH]c3ccccc3c2=O)c(OC)c1	1	25	-5	-0.7	87	5	4	-32	3	99
CC1CN=C(NCc2ccccc2)S1 (stereo not drawn)	21	4	-6	-0.7	90	3	4	-4	5	99
C#CCN(C)C(C)Cc1ccccc1 (stereo not drawn)	·	6	5	-2.6	98	-1	2	-3	·	98
CC(C)N1C(=O)CC2(CC[N+](C)(CCOC(=O)C(O)(c3ccccc3)c3ccccc3)CC2)C1=O (stereo not drawn)	45	17	-2	-1.5	99	-7	-1	-30	-1	89
O=C(CN1C(=O)CN=C(c2ccccc2Cl)c2cc(Cl)ccc21)NCc1ccco1	-17	2	-2	-3.1	70	-4	-2	-21	-3	74
C[N+]12CN3CN(CN(C3)C1)C2	-13	5	-3	-2.0	61	4	-1	-27	-2	49
OCC12CO[C@@H]3c4ccccc4[C@H](OC1)N32 (stereo partly drawn)	-13	10	-15	-1.0	104	2	6	-15	1	129
CCCCn1c(O)c(C(C)=NCc2ccc(F)cc2)c(=O)[nH]c1=O	·	29	16	2.4	114	3	3	-68	0	94
O=C1NC(=O)N(c2ccc3c(c2)OCO3)C(=O)/C1=C/c1ccc(N2CCCCC2)o1	·	10	-6	-0.9	77	-11	0	-3	0	87
CCN1CCN(Cc2ccccc2C)CC1	95*	3	-2	-0.2	108	6	1	5	-1	97
CC1CCCC(C)N1/N=C/c1c[nH]c2ccc(Br)cc12 (stereo not drawn)	14	7	-3	-6.3	47	-11	2	-30	-5	55
CC(C)OC(=O)C1C(=O)NC2(C)CC1c1ccccc1O2 (stereo not drawn)	1	6	-4	-0.4	94	-6	-1	20	0	96
O=c1c2ccccc2nc(-c2ccco2)n1-c1ccncc1	56	2	-6	-2.6	103	1	0	-37	1	96
Cc1ccc(C(=O)C2CN(C)CC2C(=O)c2ccc(C)cc2)cc1 (stereo not drawn)	13	5	-8	-2.2	93	-6	8	-4	·	91
COC(=O)C1=CO[C@@H](C)[C@@H]2CN3CC[C@]4(C(=O)Nc5ccccc54)[C@@H]3C[C@H]12	-9	28	-2	-0.1	84	11	4	8	·	82
COc1cc(/C=C/[N+](=O)[O-])ccc1O	·	4	35*	-4.3	3.3*	52*	1	25	·	4.0*
O=C(C1CC(=O)N(C2CCCC2)C1)N1CCC2(CC1)OCCO2 (stereo not drawn)	5	39*	-5	-1.5	96	1	-1	-13	-4	88
Cc1c(Cl)cccc1NC(=S)N1CC2CC(C1)c1cccc(=O)n1C2 (stereo not drawn)	·	3	24	1.5	92	4	3	-11	·	99
Cc1nc2cc(C(F)(F)F)ccc2n1C1CCN(Cc2nnnn2CCc2ccccc2)CC1	9	14	·	-7.5	39	-7	0	-51	·	43
Cc1cc(C=C2C(=O)NC(=S)NC2=O)c(C)n1-c1ccc2c(c1)OCO2	40	12	39*	-5.6	12	9	6	-39	15	18
COc1cc2ccc(=O)oc2c2ccoc12	·	5	0	-1.2	92	7	0	26	·	87
CN1C(=O)C(=Cc2ccc(N3CCOCC3)o2)C(=O)N(C)C1=O	·	25	-4	0.1	85	-7	4	-13	4	91

# Brought forward from above: four compounds, then new ones.
molecule	E-sel TNF inh	Measles CPE	Yeast life ext	MRP-1 activ	HCT116 PTEN-null	GALR2 blocker	NPY-Y2 antag	Yeast growth inh	Phagocytosis inh	bCat KO growth
Cc1nc2cc(C(F)(F)F)ccc2n1C1CCN(Cc2nnnn2CCc2ccccc2)CC1	9	14	·	-7.5	39	-7	0	-51	·	43
Cc1cc(C=C2C(=O)NC(=S)NC2=O)c(C)n1-c1ccc2c(c1)OCO2	40	12	39*	-5.6	12	9	6	-39	15	18
COc1cc2ccc(=O)oc2c2ccoc12	·	5	0	-1.2	92	7	0	26	·	87
CN1C(=O)C(=Cc2ccc(N3CCOCC3)o2)C(=O)N(C)C1=O	·	25	-4	0.1	85	-7	4	-13	4	91
Cc1ccc(-n2c(C)cc(/C=C3\C(=O)NC(=O)N(C)C3=O)c2C)cc1C	-11	2	4	-1.9	93	14	6	-33	0	102
CCN1CCN(Cc2nnnn2C(C)(C)C)CC1	6	5	-19	-0.3	106	6	1	-26	-1	109
C/C(CC(c1ccccc1)c1c(O)c2ccccc2oc1=O)=N\NC(N)=S (stereo not drawn)	-12	10	4	-2.4	106	-2	1	-30	-2	98
O=C(Nc1ccccc1OC(=O)N1CCOCC1)N1CCOCC1	6	7	-2	-2.3	93	4	1	-7	2	98
CCOC(=O)C1SC2(C(F)(F)C(F)F)CC1(O)c1c(c(OC)c3occc3c1OC)O2 (stereo not drawn)	-1	17	-5	2.9	112	7	7	-47	2	93
Cn1c(O)c(/C=N/N2CCCCC2)c(=O)[nH]c1=O	0	14	1	-0.8	97	-12	1	-56	-3	91
CNP1(NC)=Nc2nn(-c3ccccc3)c(N)c2C(c2ccccc2)=N1	25	3	-2	-1.8	106	-1	-4	-33	-2	100
Cc1cc(C)c(S(=O)(=O)NCC2CCC(C(=O)N3CCC4(CC3)OCCO4)CC2)c(C)c1 (stereo not drawn)	2	7	-7	0.6	69	-2	3	-14	-1	85
Cc1cccc(-n2c(-c3ccc([N+](=O)[O-])cc3)nc3ccccc3c2=O)c1	-5	7	-1	-2.0	89	0	2	-39	-6	84
CC(C(=O)Nc1ccc(Br)cc1C(=O)c1ccccc1)N1CCCCC1 (stereo not drawn)	-21	14	-4	-1.6	61	-8	3	0	·	56
Cc1ccc(/C=C2/C(=O)NC(=O)N(CC3CCCO3)C2=O)s1 (stereo not drawn)	37	5	22	-2.5	102	-17	4	-41	-3	96
O=C(N/N=C1/CN2CCC1CC2)c1cc2ccccc2cc1O	22	5	-25	-5.0	75	10	-4	4	·	76
O=C(Cc1ccccc1)Oc1ccc(N2C(=O)C3CCCCC3C2=O)cc1 (stereo not drawn)	-23	7	·	1.1	91	2	0	-13	·	89
Cn1c(O)c(C(=N)COc2cccc(Cl)c2)c(=O)n(C)c1=O	65*	0	-4	-2.7	95	4	1	-19	-2	88
CC(C)Cn1cc(C(=O)N2CCC3(CC2)OCCO3)c2c3ccccc3n(C)c2c1=O	-12	4	-31	-2.1	71	-2	2	13	-3	80
Nc1cc(Cl)c2nonc2c1[N+](=O)[O-]	·	1	37*	-6.2	2.2*	37*	5	-14	3	4.9*
CN(C)C(Cc1ccccc1)C(=O)c1ccc(-c2ccccc2)cc1 (stereo not drawn)	·	11	-27	-4.2	81	1	12	-2	0	88
CN1CCc2nc3sc(C#N)c(N)c3c(-c3cccs3)c2C1	·	4	-8	-3.0	61	-2	0	-18	0	68
CCCc1nc2ccccc2c(=O)n1-c1ccc(OC)cc1	-18	10	-4	-3.5	81	11	1	7	·	94
C=CCn1c(O)c(C(C)=NCCC2=CCCCC2)c(=O)[nH]c1=O	22	2	-4	-2.1	95	-8	10	-4	-2	88
O=C1CCCN1C(=O)c1cncc(Br)c1	-24	49	-2	-0.7	94	-4	2	0	2	100
CCSc1nnc(C(N)Cc2ccccc2)o1 (stereo not drawn)	5	6	-21	-1.2	102	4	3	-14	·	112
CC(=O)C1C(=O)NC23CCCCC2C1c1ccccc1O3 (stereo not drawn)	-15	11	-2	-3.8	88	3	2	-26	0	91
COc1ccc(C2SCC(=O)Nc3c2c(C)nn3-c2ccccc2)cc1OC (stereo not drawn)	6	28	-24	-4.2	92	16	2	-4	·	87
Nc1c2c(nc3sc4c(c13)CCCCC4)CCCC2	·	18	5	-5.3	7	-11	8	-44	-8	3.4*

# Next section.
# The line under a structure holds: E-sel TNF inh	Measles CPE	Yeast life ext	MRP-1 activ	HCT116 PTEN-null	GALR2 blocker	NPY-Y2 antag	Yeast growth inh	Phagocytosis inh	bCat KO growth
Cc1ccc(-n2c(O)c(/C=N/NC(=O)c3ccncc3)c(=O)[nH]c2=O)cc1
    ·	11	8	-1.3	94	-15	1	-19	-11	97
N#CC1=C(N)Oc2c(c(=O)oc3ccccc23)C1c1cccnc1 (stereo not drawn)
    -22	19	-5	-1.6	102	2	1	-14	-2	94
Cc1cc(C)nc(-n2c(C)nc3cc(Cl)ccc3c2=O)c1
    -7	1	-7	-0.1	92	-7	1	-5	0	103
O=C1NC(=O)N(c2ccccc2)C(=O)/C1=C\c1ccc2c3c(cccc13)CC2
    -4	27	-6	0.4	108	5	5	-9	5	103
C=CCn1c(O)c(C(CC)=Nc2ccc(N(CC)CC)cc2)c(=O)[nH]c1=O
    ·	9	-9	-1.1	87	-9	1	-71	0	87
CCCCn1c(NS(=O)(=O)c2ccccc2)c(C(=O)OCC)c2nc3ccccc3nc21
    6	7	10	-3.0	89	2	3	-27	-3	87
C=CCn1c(O)c(C(C)=NCc2ccco2)c(=O)[nH]c1=O
    -20	7	-7	-2.1	91	-20	1	-39	-2	90
Cc1ccc(NP(=O)(Oc2ccccc2F)Oc2ccccc2F)cc1C
    ·	1	14	-4.8	57	-13	10	-36	-4	62
COc1ccc(C(=O)C2(C)N(O)C(C)C(c3cccs3)=[N+]2[O-])cc1 (stereo not drawn)
    58*	13	-16	-1.2	89	6	0	-3	0	93

# Screening results as filed in PubChem.
